High-throughput results from PubChem BioAssay.
Gal4-VP16 FLuc: counter-screen for ROR gamma inhibitors: Gal4-VP16 reporter | actives 3.5% (n = 310,000) | Potency, µM (highest dose often 53.6 µM), for the others: at the highest dose activity, negative = inhibition, actives largely listed as inhibitors | Drosophila S2 Gal4-VP16 UAS-luciferase, luminescence, 20 h;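 also: Gal4-VP16 expression switched on by copper sulfate through the metallothionein promoter; nearly all actives have a fitted effect of over 50% in size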
RORg inh: inhibitors of mouse ROR gamma transcriptional activity. P51450. Drosophila S2 Gal4-RORgamma UAS-luciferase reporter, 20 h. Potency, µM (doses to about 53.6 µM), inactives show at the top dose activity change, negative = inhibition, actives largely listed as inhibitors. actives 5.4% (n = 310,000); also: nearly all actives have a fitted effect of over 60% in size
Target sequence (P51450 whole entry, looked up, the tested form may be a part): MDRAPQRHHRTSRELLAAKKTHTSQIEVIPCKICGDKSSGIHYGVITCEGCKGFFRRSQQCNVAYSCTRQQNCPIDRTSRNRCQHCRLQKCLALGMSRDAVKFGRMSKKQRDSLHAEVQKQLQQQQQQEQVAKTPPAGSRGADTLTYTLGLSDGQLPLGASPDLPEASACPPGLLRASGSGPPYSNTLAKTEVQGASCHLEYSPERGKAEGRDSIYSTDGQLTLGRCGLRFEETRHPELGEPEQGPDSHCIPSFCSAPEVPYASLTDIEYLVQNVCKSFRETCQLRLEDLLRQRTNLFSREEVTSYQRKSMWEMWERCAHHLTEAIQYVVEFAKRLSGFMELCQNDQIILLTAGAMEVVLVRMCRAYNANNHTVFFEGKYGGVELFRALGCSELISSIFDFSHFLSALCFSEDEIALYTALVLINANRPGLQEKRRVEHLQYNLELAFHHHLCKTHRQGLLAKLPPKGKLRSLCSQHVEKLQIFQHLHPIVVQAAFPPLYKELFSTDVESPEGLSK
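Luminescence from a UAS-regulated Photinus luciferase reporter in stably transfected Drosophila Schneider cells is measured; decreased signal marks ROR gamma inhibition. Fusion expression is induced by 700 uM copper sulfate for 20 hr.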
Starred values were filed as active, the others as inactive; ? = inconclusive; & = joins results of further samples; [ ] = remark or other dose. Calls follow the shape of the dose curve; as a rule, active = well fitted curve in the direction sought with a large enough effect; inconclusive = small, poorly fitted or top-dose-only effect, or another doubt; inactive = no such curve, though single readings can be large; an effect the other way counts as inactive or inconclusive. % is scaled to controls: 0 for no effect and ±100 for the full control effect; potency is read from the fitted curve at half-maximal effect. The list is partial; count on the stated rates, not on these rows.

Sequence of screens – Gal4-VP16 FLuc	RORg inh
COC(=O)NC(c1cccc(C)c1)C(C(C)=O)C(=O)OC (stereo unspecified)
 : -8%[10 µM]	-1%[10 µM]
c1ccc(Nc2cc(-c3ccoc3)ncn2)cc1
 : 3%	16%
CCOC(=O)/C(C)=N/NC(C)=O
 : 9%	-11%
CCN(CC)CCn1c(-c2ccccc2)nc2c(NCCO)nc(C)nc21
 : -5%	-27%
COc1ccc(CNc2cc(-c3cccc(NS(C)(=O)=O)c3)ncn2)c(OC)c1
 : -5%	2%
Cn1c(=O)c(-c2cc(F)cc(F)c2)nc2cnc(N3CCOCC3)nc21
 : 7%	-11%
COc1ccc(-c2nc3cnc(N4CCNCC4)nc3n(C3CC3)c2=O)cc1
 : 3%	-21%
Cc1ccccc1-c1ccc2ncnc(N3CCN(C)CC3)c2c1
 : ?	?
CC(C)C[C@H](NC(=O)[C@@H](N)Cc1ccccc1)C(=O)N[C@@H](Cc1ccccc1)C(=O)N[C@@H](CCC(N)=O)C(=O)N1CCC[C@H]1C(=O)N[C@@H](CCC(N)=O)C(=O)N[C@@H](CCCN=C(N)N)C(=O)N[C@@H](Cc1ccccc1)C(N)=O
 : 4%	5%
Cn1c(=O)c(-c2ccc(Cl)cc2)nc2cnc(OCc3ccccc3)nc21
 : 4%	15%
COc1ccc(-c2ccccc2C2NC(C(=O)O)CCC2C)cc1 (stereo unspecified)
 : -1%[10 µM]	-1%[10 µM]
CN(C)C(=O)c1ccc(-c2cncnc2-n2ccnc2)cc1
 : -1%	-1%
COc1cccc(-c2cc(NCCc3c[nH]c4ccc(OC)cc34)ncn2)c1
 : -5%	38%
CCC[C@H]1C[C@H](C(=O)N[C@@H]([C@H]2O[C@@H](SC)[C@@H](O)[C@@H](O)[C@@H]2O)[C@H](C)Cl)N(C)C1
 : ?	-21%[16.9 µM]
O=C(Nc1cccc(F)c1)N1CC2(CCN(C(=O)c3ccco3)CC2)C1
 : -14%	22%
CC[C@H](C)[C@H](NC(=O)[C@H](Cc1ccc(O)cc1)NC(=O)[C@@H](NC(=O)[C@@H](N)CCCN=C(N)N)C(C)C)C(=O)N[C@@H](Cc1cnc[nH]1)C(=O)N1CCC[C@H]1C(=O)N[C@@H](Cc1ccccc1)C(=O)O
 : -5%	2%
CCCC[C@H](NC(=O)[C@@H]1CCCN1C(=O)[C@H]1CCCN1C(=O)[C@H](Cc1ccccc1)NC(=O)[C@@H](Cc1c[nH]c2ccccc12)NC(=O)[C@H](C)NC(=O)[C@H](CCCN=C(N)N)NC(=O)OC(C)(C)C)C(N)=O
 : -2%	12%
COc1cccc([C@@H]2Oc3ccc(OC)cc3C[C@H]2OC(=O)Nc2ccc(OC(F)F)cc2)c1
 : 1%	?
CCCCCCC#CC1C=CC(OC(=O)OCC)C(COC(=O)OCC)O1 (stereo unspecified)
 : 8%[10 µM]	?
CC(=O)OC[C@@H]1O[C@@H](O/N=C2/C[C@@H](O)[C@@H](O)[C@@H]3[C@@H]4C(=O)N(Cc5ccc6c(c5)OCO6)C(=O)[C@H]4CC[C@@H]23)[C@H](OC(C)=O)[C@H](OC(C)=O)[C@@H]1OC(C)=O
 : 5%[10 µM]	4%[10 µM]
COc1ncc2ncc(=O)n(C[C@H]3CCCO3)c2n1
 : 0%	-18%
Cn1c(=O)c(-c2ccccc2)nc2cnc(Nc3ccccc3)nc21
 : 11%	-15%
OC/C=C/c1ccccc1
 : -1%	8%[10 µM]
COc1cccc(Nc2ncc3nc(CCc4ccccc4)c(=O)n(CCC#N)c3n2)c1
 : -16%	0%
COc1ncc2nc(CCc3ccccc3)c(=O)n(C3CC3)c2n1
 : -2%	19%
COc1ccc(-c2ccc(-c3cc(=O)oc4cc(C)cc(C)c34)cc2)cc1
 : 13%	1%
CCCCCCCC/C=C\CCCCCCCC(=O)OC[C@H](CO)OC(C)=O
 : 0%	-1%
CCN1CCCC1Cn1c(-c2ccccc2)nc2c(NC3CCCCC3)nc(C)nc21 (stereo unspecified)
 : 0%	?
CCOC(=O)[C@]1(C(/C=C/c2ccco2)NC(=O)OC)CCCC1=O (stereo partly specified)
 : 6%[10 µM]	0%[10 µM]
COc1ccc(C(=O)Oc2ccc3c(-c4ccc(OC)cc4)cc(=O)oc3c2)cc1
 : -3%	23%
COC(=O)N1C(c2ccccc2)=Cc2ccccc2C1C1(C(=O)OC)CCCC1=O (stereo unspecified)
 : 29%	20%
COc1ccc(C2/C=C\CN(S(=O)(=O)c3ccc(C)cc3)C(Cc3ccccc3)C(=O)N2Cc2ccc(F)cc2)cc1 (stereo unspecified)
 : -11%	10µM*
COc1ccc(C2/C=C\CN(S(=O)(=O)c3ccc(C)cc3)C(C)C(=O)N2Cc2ccc(F)cc2)cc1 (stereo unspecified)
 : -8%	15%
Cc1nc(NCc2ccccc2)c2nc(-c3ccccc3)n(CCN3CCOCC3)c2n1
 : 2%	-14%
CN1CCN(c2ncc3ncc(=O)n(-c4ccccc4)c3n2)CC1
 : 0%	-5%
CC(=O)Nc1ccn(C2CC3OCC(NC(=O)C(NC(=O)OC(C)(C)C)C(C)OCc4ccccc4)C3O2)c(=O)n1 (stereo unspecified)
 : -5%	-19%
CCC(=O)CC
 : -2%	-4%
CCC/C=C(\CCC)C(NC(=O)Oc1ccc(F)cc1)c1ccc(C(=O)OC)cc1 (stereo unspecified)
 : -1%	3%
Cc1cnc(CNc2ncnc3ccc(-c4ccccc4CN(C)C)cc23)cn1
 : 9%	-18%
O=C(c1csnn1)N1CCC2(CC1)CN(c1cccc(-c3ccccc3)c1)C2
 : 5%	39%

A few values from above:
RORg inh with COc1ccc(-c2ccc(-c3cc(=O)oc4cc(C)cc(C)c34)cc2)cc1 reads 1%
RORg inh with Cc1cnc(CNc2ncnc3ccc(-c4ccccc4CN(C)C)cc23)cn1 reads -18%
Gal4-VP16 FLuc with COc1ncc2nc(CCc3ccccc3)c(=O)n(C3CC3)c2n1 reads -2%
Gal4-VP16 FLuc with CC(=O)Nc1ccn(C2CC3OCC(NC(=O)C(NC(=O)OC(C)(C)C)C(C)OCc4ccccc4)C3O2)c(=O)n1 (stereo unspecified) reads -5%

Continuation:
Sequence of screens – Gal4-VP16 FLuc	RORg inh
Clc1cnccn1
 : -9%[17 µM]	5%[16.9 µM]
COc1cccc(Nc2ncc3nc(-c4cc(F)cc(F)c4)c(=O)n(C[C@H]4CCCO4)c3n2)c1
 : -7%	-24%
CNC(=O)[C@H](Cc1c[nH]c2ccccc12)NC(=O)[C@@H](CC(=O)NO)CC(C)C
 : 4%	6%
COC(=O)[C@@H](NC(=O)O[C@@H]1C(=O)c2cc(OC)ccc2O[C@H]1c1ccc(OC)c(Br)c1)C(C)C
 : 1%	14%
CC(C)=CCCC1=CC[C@H](C(=O)O)[C@H](C(=O)O)C1
 : 6%	3%
COc1ccccc1-c1cc(N(C)Cc2ccco2)ncn1
 : -13%	-2%
CC(=O)O[C@H]1C[C@H]2CC[C@@H]3[C@@H](CC[C@]4(C)[C@H](OC(C)=O)[C@H]([N+]5(C)CCCCC5)C[C@@H]34)[C@]2(C)C[C@H]1[N+]1(C)CCCCC1
 : -3%[17 µM]	-1%[16.9 µM]
COCC(=O)N1CCC2(CCN(Cc3ccccc3OC)CC2)CC1
 : -6%	-24%
c1csc(CNc2ccnc(-c3ccc4c(c3)OCO4)n2)c1
 : 2%	-118%
Nc1sc2c(c1C(=O)c1ccc(Cl)cc1)CCCC2
 : 0%	19%
COc1ccc(NC(=O)N2CCC3(CC2)CCN(S(=O)(=O)c2ccccc2)CC3)cc1
 : ?	?
COc1ccc2c(c1)C(=O)[C@H](OC(=O)NS(=O)(=O)c1ccc(C)cc1)[C@@H](c1ccc(OC)c(Br)c1)O2
 : ?	?
Cc1ccc(SCC(Cc2ccccc2)N2CCN(CC(C)C)CCC2=O)cc1 (stereo unspecified)
 : -6%	0%
CNc1ccc(C(=O)Oc2cc(O/N=[N+](\[O-])N(C)C)c([N+](=O)[O-])cc2[N+](=O)[O-])cc1
 : -5%	13%
CO[C@@H]1COC(=O)[C@H](CCSC)NC(=O)C/C=C\[C@@H](C)COC(=O)[C@@H]2CCCN2C(=O)C/C=C\[C@H]1C
 : -6%[10 µM]	-9%[10 µM]
COc1ccccc1/C=C/C1=CC2(C)CC1(C)C(c1ccccc1OC)CC2=O (stereo unspecified)
 : -2%[10 µM]	2%[10 µM]
CC(C)(C)OC(=O)N1CCCC1C(=O)NC1COC2CC(n3cc(F)c(=O)[nH]c3=O)OC12 (stereo unspecified)
 : -6%	-2%
CC(=O)N[C@H]1CSSC[C@@H](C(=O)N2CCC[C@H]2C(=O)N2CCC[C@H]2C(=O)N[C@@H](CCCCN)C(=O)N[C@@H](CC(=O)O)C(N)=O)NC(=O)CNC(=O)[C@H](Cc2c[nH]c3ccccc23)NC(=O)[C@H](CCCNC(=N)N)NC(=O)[C@@H](Cc2ccc3ccccc3c2)NC(=O)[C@H](Cc2cnc[nH]2)NC(=O)[C@H](CCC(=O)O)NC1=O
 : -12%	8%
COCCn1c(=O)c(-c2ccccc2)nc2cnc(N3CCNCC3)nc21
 : -6%	-9%
O=c1n(-c2ccccc2)c(=O)n2n1CC[C@H]1/C(=N\OCc3ccccc3)[C@H]3O[C@@H]3[C@@H](O)[C@@H]12
 : -6%[10 µM]	-2%[10 µM]

Brought forward from above: two entries, then new ones.
| SMILES | Gal4-VP16 FLuc | RORg inh |
| --- | --- | --- |
| COCCn1c(=O)c(-c2ccccc2)nc2cnc(N3CCNCC3)nc21 | -6% | -9% |
| O=c1n(-c2ccccc2)c(=O)n2n1CC[C@H]1/C(=N\OCc3ccccc3)[C@H]3O[C@@H]3[C@@H](O)[C@@H]12 | -6%[10 µM] | -2%[10 µM] |
| COc1ccc(-c2ccc(OC)c(C3C4C=CCC(C)C4C(=O)N3Cc3ccccc3)c2)cc1OC (stereo unspecified) | 2% | 12% |
| CC1CCC2=C1C[C@H](C(C)(C)O)CC[C@@H]2C (stereo partly specified) | 3% | 21% |
| CC(C)C[C@@H](NC(=O)[C@@H](Cc1ccccc1)NC(=O)c1cnccn1)B(O)O | ? | ? |
| C=C1C(=O)OC2C=C(C)CCC=C(C)CCC12 (stereo unspecified) | ? | ? |
| Cc1cccc(CNc2cc(-c3cccc(NS(C)(=O)=O)c3)ncn2)c1 | 7% | 37% |
| CO[C@@H]1COC(=O)C/C=C\[C@H](C)[C@H](OC)COC(=O)[C@H]2CCCN2C(=O)C/C=C\[C@H]1C | -9%[10 µM] | -16%[10 µM] |
| CC(C)NC(=O)N1CC[C@@]2(CCCN(C(=O)c3ccco3)C2)C1 | -1% | 1% |
| COc1ccc(CCC(=O)c2c(O)cc(OC3OC(CO)C(O)C(O)C3O[C@@H]3OC(C)C(O)C(O)C3O)cc2O)cc1O (stereo partly specified) | 5% | 7% |
| CCCn1c(-c2ccc(F)cc2)nc2c(NCCN(CC)CC)nc(C)nc21 | 3% | -12% |
| O=S(=O)(Cc1ccccc1)c1nnnn1-c1ccccc1 | ? | ? |
| CC[C@H](CC[C@@H](C)C1CC[C@H]2[C@@H]3CC=C4C[C@@H](O)CC[C@]4(C)[C@H]3CC[C@]12C)C(C)C (stereo partly specified) | 0% | 29% |
| COc1ccc(COC(=O)N/N=C2/C[C@@H](O)[C@@H](O)[C@@H]3[C@@H]4C(=O)N(C5CCCCC5)C(=O)[C@H]4CC[C@@H]23)cc1 | -7%[10 µM] | 18%[10 µM] |
| COc1ccccc1-c1oc2ccccc2c(=O)c1OC | -2% | -20% |
| COc1ccc(-c2nc3cnc(N4CCNCC4)nc3n(-c3ccccc3)c2=O)cc1 | -7% | -18% |
| CCOc1ccc(N=Nc2ccc(N)cc2N)cc1 | 10µM* | 8.9µM* |
| Nc1nc2c(ncn2C2OC(CO)CC2O)c(=O)[nH]1 (stereo unspecified) | ? | 20µM* |
| CC(=O)N1CCC2(CC1)CN(c1ccncc1)C2 | 10% | -12% |
| COC(C(C)/C=C/CC(=O)OCCCc1ccccc1)C1CCCCC1 (stereo unspecified) | -6%[10 µM] | -5%[10 µM] |
| CC(=O)Nc1ccc(OC(C)=O)cc1 | -17% | 12% |
| CC1(C)CC=C(O[Si](C)(c2ccccc2)c2ccccc2)CC1 | -6% | -18% |
| Cc1cnc(CNc2ncnc3ccc(-c4ccccc4C#N)cc23)cn1 | -16% | 5% |
| CCOC(=O)OCC1C=C[C@H](c2cc(-c3ccccc3)ccc2O)C(c2ccc(C(C)=O)cc2)O1 (stereo partly specified) | -2%[10 µM] | 23%[10 µM] |
| c1ccc(-c2ccc(N3CCCC4(CCNCC4)C3)cc2)cc1 | ? | ? |
| C[C@@H]1CC[C@H]2C(=O)N3[C@@H](CC[C@@H](C)[C@@H]3c3ccc(Br)cc3)C(=O)N2[C@@H]1c1ccc(Br)cc1 | -3%[10 µM] | 11%[10 µM] |
| CC(=O)N[C@@H](CC(C)C)C(=O)N[C@@H](CC(C)C)C(=O)N[C@H](C=O)CCCN=C(N)N | 2% | -2% |
| CC1(C)OC(=O)NC1=O | -7% | 2% |
| CC(C)NC(=O)N1CC[C@@]2(CCCN(C(=O)c3cc(C(F)(F)F)cc(C(F)(F)F)c3)C2)C1 | -5% | 4% |
| COc1ccc2c(c1OC)C(=O)O[C@H]2C1c2c(cc3c(c2OC)OCO3)CCN1C (stereo partly specified) | -2%&-2% | -8%&73% |
| Cc1cccc(CNc2ccnc(-c3ccccc3Cl)n2)c1 | -8% | 41% |
| CCOC(=O)CCN1C(=O)[C@H]2[C@H]3[C@H](O)[C@H](O)C/C(=N/NC(=O)OCC)[C@@H]3CC[C@@H]2C1=O | 5%[10 µM] | 6%[10 µM] |
| O=C(O)c1cccc(Cl)c1Cl | 2% | -1% |
